INS-1E GSIS act – primary screen for activators of insulin secretion dependent on glucose, INS-1E cells, GLuc reporter luminescence; INS-1E GLuc reporter insulin secretion, 2-3 h; activation, % at 16.6 µM; 370,000 tested, 0.61% active;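 active = lowest replicate activation of at least 40%, so every replicate reaches that level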;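 note: 0% = median of neutral control wells and 100% = median of IBMX positive control wells; some compounds called inactive have numbers as strong as hits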
C2C12 statin – suppressors of simvastatin-induced myotoxicity in C2C12 myotubes | 330,000 tested, 0.78% active | rescue of ATP level, % at 7.49 µM | ATP luminescence, 48 h; scaled: DMSO 0, geranylgeraniol control 100;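 active = mean ATP rescue above about 67%, or every replicate alone reaching that limit, limit read from the data, passing the limit was not always enough; inconclusive = no clear call, values can overlap the other calls; inactive = mean under the limit and some replicate under it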;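 note: myotubes were challenged with 10 µM simvastatin during compound exposure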
Cneo AK release – Cryptococcus neoformans lysis via adenylate kinase release. C. neoformans lysis, adenylate kinase release luminescence, 4 h; normalised: neutral wells 0, clomiphene wells 100. lysis activity, % at 15 µM. 360,000 tested, 0.2% active. AID 651654;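 active = mean lysis activity across replicates of at least 80%, whatever share of replicates individually reach that level; inactive = mean lysis activity below 80%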
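Signal: Adenylate kinase release luminescence | Assay system: Log-phase Cryptococcus neoformans yeast cells | Input: Cells at 5 × 10^6 per mL | Buffer or medium: Fresh YPD growth medium | Compound: Single dose | Schedule: Static 4 h at 37 °C with compound, 1 h detection | Controls: Clomiphene | Read-out: Luminescence rise reflecting yeast cell lysis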
PglD DTNB – blocks C. jejuni PglD acetyltransferase activity | purified PglD enzyme, DTNB colorimetric CoA detection | inhibition, % at 12.5 µM | 360,000 tested, 0.098% active; in the data active = inhibition above about 16%, passing the limit was not always enough; inconclusive = no clear call, values can overlap the other calls; note: strong numbers were not always called active
miR-122 sensor – miR-122 inhibition in Huh7 cells; Huh7 miR-122 Renilla luciferase sensor, 48 h; neutral wells = 0, positive control = 100; activation (reporter increase), % at 12.5 µM; 340,000 tested, 0.3% active;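 active = mean replicate activation score at least 90 and every replicate individually at or above 90; inconclusive = only one of the two criteria met; inactive = neither criterion met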;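 note: higher luciferase means less miR-122 activity so hits act as miR-122 inhibitors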
FN deposit inh – fibronectin deposition inhibition. AH1F fibroblasts, Alexa488-fibronectin deposition fluorescence, overnight. inhibition, % at 12.6 µM. 350,000 tested, 0.086% active;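 active = mean inhibition across replicates of 30% or more, regardless of how many single replicates reach that level; inconclusive = mean under 30% yet at least half of replicates reach 30%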;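 note: positive control wells lacked labelled fibronectin entirely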
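Schedule: 1 h cell adhesion before compound, then overnight fibronectin incubation; test system: AH1F fibroblast monolayer depositing Alexa488-labelled fibronectin into matrix; quantity: 10000 AH1F cells per well; probe or stimulus: fluorescent fibronectin at 24 nM final; signal: fluorescence, ex 485 nm, em 525 nm; evaluation: percent inhibition as loss of matrix-bound fibronectin fluorescence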
F508del corr – CFTR F508del correction in bronchial cells | activity (quench increase), % at 7.58 µM | CFBE cells, YFP halide quenching; stimulated with forskolin plus potentiator P3; % fluorescence drop versus neutral controls | 350,000 tested, 0.36% active;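 active = mean added fluorescence quench of at least 8% versus neutral control, with both replicates also reaching 8%; inconclusive = only one of the mean or replicate conditions met; inactive = mean below 8% and not both replicates reaching 8%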;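 note: cells transiently co-express mutant CFTR-F508del with the halide-sensitive YFP; corrector assay measuring rescue of mutant channel to the surface after 24 h compound exposure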
PGC1a acetyl inh – lowers PGC1a acetylation signal in U2OS cells; AlphaScreen anti-acetyl-lysine; with virally co-expressed GCN5 acetyltransferase; inhibition, % at 15.6 µM; 350,000 tested, 0.17% active; AID 651687;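 active = every replicate shows inhibition of at least 40%; inconclusive = mean inhibition at least 40% but some replicate below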;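 note: 0% = neutral control wells and 100% = positive control wells; some results beyond the cut were filed as inactive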
* marks the source's active call; other numbers are inactive results; ? = inconclusive; / = no result given; [ ] = dose if it differs, or a comment.

Every second line gives: INS-1E GSIS act	C2C12 statin	Cneo AK release	PglD DTNB	miR-122 sensor	FN deposit inh	F508del corr	PGC1a acetyl inh
Cc1ccc(NC(=O)CSc2nnc(CCCCCNC(=O)OC(C)(C)C)o2)c(C)c1
    -5	/	3	-1	-3	/	0.6	-5
CC1CCCN(CCCNC(=O)CN2C(=O)COc3ccc(S(=O)(=O)N4CCOCC4)cc32)C1 (stereo unspecified)
    /	-5	-1	4	-4	7	-0.8	5
Cc1ccc(OCC(=O)Nc2ccc(S(=O)(=O)N3CCOCC3)cc2)c(C)c1
    2	2	-1	5	-3	-1	-1.8	7
Cc1ccc2c(c1)C1(OCCO1)C(=O)N2
    /	10	2	-9	0	6	/	2
CC(C)C(=O)Nc1cccc(NC(=S)NC(=O)C(c2ccccc2)c2ccccc2)c1
    /	22	0	-6	4	3	/	2
CC(=O)N1CCCCN2[C@@H](CO)[C@H](c3ccc(-c4cccc(C(=O)N(C)C)c4)cc3)[C@@H]2C1
    25	/	1	-9	19[16.7 µM]	/	-0.8	2
COCCNC(=O)Cn1cc(/C=C(\C#N)C(=O)NC2CCCC2)c2ccccc21
    -5	-8	-2	1	1	5	-3.4	16
C[C@@H]1CN([C@@H](C)CO)C(=O)c2cccc(NC(=O)C3CCOCC3)c2O[C@H]1CN(C)Cc1ccc(Oc2ccccc2)cc1
    -38	-42	47	5	76[16.7 µM]	/	1.3	4
COc1ccc(-c2nnc3sc(COc4ccccc4)nn23)cc1
    /	-2	1	-8	8	/	/	-5
CCOc1ccc(NC(=O)C2CCN(S(=O)(=O)c3ccc4c(c3)CC(C)N4C(C)=O)CC2)cc1 (stereo unspecified)
    -4	-24	23	0	0	-3	3.3	-44
C[C@H](O)[C@@H]1CN2CCc3c([nH]c4ccc(-c5ccc6c(c5)OCO6)cc34)[C@@H]2C[C@@H]1N(C)C(=O)Nc1ccc(F)cc1
    /	1	1	-2	6	2	-4.7	/
Clc1cccc(Oc2cnns2)c1Cl
    /	-8	1	-5	-2	/	/	5
Cc1cn(CC(=O)NCC(C)c2ccccc2)c(=O)[nH]c1=O (stereo unspecified)
    -6	11	-12	1	-5	2	-0.1	/
CC(=O)Nc1ccc(N/C=C(\C#N)S(=O)(=O)c2ccc(Cl)cc2)cc1
    4	-5	-1	0	/	-3	3.1	/
COc1cc(C(=O)Nc2nnc(C3CC3)s2)ccc1OCc1c(C)noc1C
    8	/	/	/	/	-21	0.6	11
COc1cccc(NC(=O)CN(c2ccc3c(c2)OCO3)S(C)(=O)=O)c1
    5	/	/	/	-2	-17	-1.4	-12
CC1CCC(NS(=O)(=O)c2ccc(Cl)s2)CC1 (stereo unspecified)
    -60	7	4	2	59	-3	-2.1	/
CCC(C)(C)C1CCC2(CC1)NC(=O)N(CC(=O)N(C)CC(=O)Nc1ccccc1C(F)(F)F)C2=O (stereo unspecified)
    -66	9	2	3	-5	8	-0.9	-1
C[C@H](CO)N1C[C@H](C)[C@@H](CN(C)C(=O)Nc2ccccc2)Oc2ccc(N(C)C)cc2C1=O
    17	4	2	-5	-5[16.7 µM]	/	-0.6	2
Cc1ccc(S(=O)(=O)N(C)C[C@H]2Oc3ccc(NC(=O)Nc4ccc(C(F)(F)F)cc4)cc3CC(=O)N([C@H](C)CO)C[C@H]2C)cc1
    -3	-53	-1	4	-6[16.7 µM]	3	4.1	3
N#Cc1ccc(-c2ccc3c(c2)[C@H]2[C@H](CCN2C(=O)Cc2ccccc2)[C@H](CO)N3)cc1
    9	19	1	0	-12[16.7 µM]	15	-1.1	-13
COc1ccc(Cc2[nH]n3c(=O)cc(C)nc3c2-c2ccccc2)cc1
    -2	12	4	2	-3	-6	1.9	-11
O=C(CCl)Nc1cccc(Oc2cnccn2)c1
    -5	5	-1	7	-6	-2	-12	/
O=C(NC1CCCCC1)C(c1ccccc1)N(C(=O)Cc1ccsc1)c1ccccc1 (stereo unspecified)
    26	-16	0	1	-7	/	2.7	7
Cc1noc(C)c1S(=O)(=O)Nc1ccc2c(c1)C(=O)N([C@@H](C)CO)C[C@@H](C)[C@@H](CN(C)C(=O)CCC(F)(F)F)OCCCC[C@@H](C)O2
    -8	/	43	-1	-3[16.7 µM]	/	-0.5	2
CCC(=O)N1[C@@H](CO)[C@@H]2c3ccccc3N(C(=O)CC(F)(F)F)C[C@@H]21
    -2	6	-1	3	0[16.7 µM]	/	-0.8	8
C[C@H](CO)N1C[C@H](C)[C@@H](CN(C)Cc2ccc3c(c2)OCO3)Oc2ccc(NS(=O)(=O)c3cn(C)cn3)cc2CC1=O
    17	33	0	-5	-1[16.7 µM]	-5	1.2	-4
N#C/C(=C(/O)C(Cl)(Cl)Cl)c1nc2ccccc2[nH]1
    /	-11	/	/	-3	10	4.2	/
NS(=O)(=O)c1cccc(NC(=O)COC(=O)/C=C/c2ccco2)c1
    6	/	/	/	/	5	-1.4	5
COc1ccc(NC(=O)Nc2nc(C)cc(C)n2)c(OC)c1
    6	/	-1	8	/	1	0.1	4
Cc1ccc(C)c(S(=O)(=O)Nc2ccc(S(=O)(=O)Nc3ncccn3)cc2)c1
    9	-10	-3	-7	-14	5	0.6	26
CC(C)NC(=O)N(C)C[C@@H]1Oc2cc(C#C[C@@H](C)O)ccc2S(=O)(=O)N([C@@H](C)CO)C[C@H]1C
    12	-7	1	3	-5[16.7 µM]	5	-0.7	8
COc1ccc(CCNC(=O)COC(=O)/C=C/c2cc(OC)ccc2OC)cc1
    17	3	-2	-1	3	-4	-1.0	-2
COc1ccc(-c2cc(CCCC(=O)NCc3ccccn3)no2)cc1
    -11	7	1	-3	/	-8	-0.4	/
CC(C)c1ccc(NC2CCCN(C(=O)CSc3nncn3C)C2)cc1 (stereo unspecified)
    4	7	2	5	-2	3	1.7	7
COc1ccc(NC(=O)c2sc(NC(=O)C3CC3)nc2C)cc1
    12	-18	-1	13	-5	8	-0.4	-6
O=[N+]([O-])c1ccc(C(O)CC(O)CSc2nc(-c3ccccc3)c(-c3ccccc3)o2)cc1 (stereo unspecified)
    /	/	10	-2	/	/	0.0	-3
COc1ccc(CNC(=O)c2cccc(N(C)C)c2)cc1
    /	2	-2	3	3	-3	/	-3
Cc1cc(C)n2nc(C(=O)OCC(=O)N(CC(C)C)CC(C)C)nc2n1
    28	-4	1	-1	-21	10	-0.9	/
O=C(Nc1nnc(C2CC2)o1)c1ccc(S(=O)(=O)N2CCCCC2)cc1
    6	-2	4	-5	/	1	3.0	/
CCCCCCCCNS(=O)(=O)CCNCCCC
    -6	-13	-2	-2	-7	-6	-1.0	/
Clc1ccc(/C=N/N2CCN(Cc3ccccc3Cl)CC2)cc1
    -10	-4	5	-2	-5	11	2.4	-32
Cc1ccc(-c2ccc3c(c2)O[C@@H](CN(C)S(C)(=O)=O)[C@@H](C)CN([C@@H](C)CO)S3(=O)=O)cc1
    2	18	-4	2	44[16.7 µM]	4	1.4	-14
COCCNC(=O)c1c(N)n(/N=C/c2ccc(F)cc2)c2nc3ccccc3nc12
    30	/	0	2	-1	-5	-3.4	33
CCC(C(=O)NCCN1CCOCC1)n1c2ccccc2c2nc(=O)cc(C)n21 (stereo unspecified)
    8	0	-2	-2	3	-4	-1.9	2
COc1ccc(NC(=O)Nc2ccc3c(c2)C(=O)N([C@H](C)CO)C[C@H](C)[C@@H](CN(C)C(=O)NC2CCCCC2)OCCCC[C@H](C)O3)cc1
    0	/	-3	-2	-1[16.7 µM]	/	2.3	20
C[C@@H]1CN([C@H](C)CO)C(=O)c2cc(NC(=O)C3CC3)ccc2O[C@H]1CN(C)S(=O)(=O)c1cccs1
    22	-14	-2	-1	-2[16.7 µM]	/	-1.7	8
CC1(C)OC(=O)C(=CNCC(O)c2ccccc2)C(=O)O1 (stereo unspecified)
    /	5	-2	3	2	-1	/	/
COc1ccc(COn2nnc3ccc(S(=O)(=O)N4CCOCC4)cc32)cc1F
    32	6	5	4	-7	-7	-0.1	-4
O=C(/C=C/c1ccc(Br)cc1)c1ccc(NC(=O)c2ccco2)cc1
    114*	2	-3	3	-9	/	/	/
CCOC(=O)c1ccc[n+](CC(=O)c2ccc(NC(=O)c3ccccc3)cc2)c1
    -5	0	-1	9	0	6	-1.2	-8
COc1ccc(CCNC(=O)COC(=O)c2cc3ccccc3oc2=O)cc1OC
    -22	6	0	3	/	-3	1.0	/
COc1ccc(CC(=O)N2CCN(C(=O)Cc3ccc(OC)cc3)CC2)cc1
    /	-3	0	0	3	-4	/	-12
CCCC(=O)Nc1ccc2c(c1)C(=O)N(C)[C@@H]1CC[C@@H](CC(=O)NCC3CCCCC3)O[C@@H]1CO2
    -21	11	0	-1	1[16.7 µM]	10	0.4	10
CCN(C(=O)COC(=O)c1cc(S(=O)(=O)N(C)C)ccc1Cl)C1CCS(=O)(=O)C1 (stereo unspecified)
    34	7	-2	-2	/	3	2.3	/
CC(C)NC(=O)Nc1ccc2c(c1)C(=O)N([C@H](C)CO)C[C@H](C)[C@H](CN(C)Cc1ccc(Cl)c(Cl)c1)OCCCC[C@@H](C)O2
    -13	/	2	0	0[16.7 µM]	7	1.2	2
CN(C)CCCNC(=O)c1ccc(-c2cc(O)c3ncccc3c2)cc1
    /	10	1	-1	4	7	2.5	-7
O=C(NC1(Cc2ccc(O)cc2)CCCCC1)c1ccccc1
    -5	2	-9	3	-2	4	-4.5	9
C[C@@H]1CCCCO[C@@H](CN(C)S(=O)(=O)c2ccccc2)[C@@H](C)CN([C@H](C)CO)C(=O)c2cc(NS(=O)(=O)c3cn(C)cn3)ccc2O1
    27	/	51	-2	6[16.7 µM]	-3	-1.2	15
Cc1cc(/C=C2\SC(=O)N(C)C2=O)c(C)n1-c1ccc(O)cc1
    /	3	-8	-3	-6	0	2.1	14

(list continues)
Every second line gives: INS-1E GSIS act	C2C12 statin	Cneo AK release	PglD DTNB	miR-122 sensor	FN deposit inh	F508del corr	PGC1a acetyl inh
CSc1nsc(SCC(=O)Nc2c(C)n(C)n(-c3ccccc3)c2=O)n1
    /	14	-6	5	-4	-2	/	14
COCCCNC(=S)N(Cc1cccnc1)Cc1ccc(OC)c(OC)c1
    14	/	11	0	-1	6	/	8
O=C1OC2(CCCCC2)OC(=O)C1=CNc1nccs1
    /	0	2	-6	-3	/	/	32
Cc1cc(C)c(S(=O)(=O)Nc2ccc(O)cc2)cc1C
    /	/	0	0	69	/	/	9
COc1ccc(-c2cc(C)no2)cc1S(=O)(=O)NCc1cccc(C)c1
    21	-4	-2	2	41	2	-2.2	-4
Cc1ccc(NC(=O)CN2C(=O)N/C(=C/c3cc(C)n(-c4ccc(C(=O)O)cc4)c3C)C2=O)cc1
    -20	/	/	/	/	-3	1.2	24
COc1ccc2c3c(n(C)c2c1)[C@H](CO)N(C(=O)Nc1ccccc1F)CC31CN(C(=O)c2ccccc2F)C1
    -20	/	/	/	/	-1	3.4	4
C[C@H]1CN([C@@H](C)CO)C(=O)c2cc(NS(=O)(=O)c3ccc(F)cc3)ccc2O[C@H]1CN(C)Cc1ccc(-c2ccccc2)cc1
    -27	?	9	1	-7[16.7 µM]	/	-0.3	9

Screens as filed in PubChem BioAssay.
